GLS inh – inhibitors of human glutaminase (GLS); O94925; GLS enzymatic activity, qHTS titration; Potency, µM (top dose mostly 45.5 µM), without a hit: at the top dose activity change, negative = inhibition, hits mostly inhibitors; 410,000 compounds, 0.21% hits; note: potency is the fitted concentration of half-maximal effect; % is set by controls: 0 for no effect and ±100 for the full control effect
Target sequence (O94925 whole entry, looked up): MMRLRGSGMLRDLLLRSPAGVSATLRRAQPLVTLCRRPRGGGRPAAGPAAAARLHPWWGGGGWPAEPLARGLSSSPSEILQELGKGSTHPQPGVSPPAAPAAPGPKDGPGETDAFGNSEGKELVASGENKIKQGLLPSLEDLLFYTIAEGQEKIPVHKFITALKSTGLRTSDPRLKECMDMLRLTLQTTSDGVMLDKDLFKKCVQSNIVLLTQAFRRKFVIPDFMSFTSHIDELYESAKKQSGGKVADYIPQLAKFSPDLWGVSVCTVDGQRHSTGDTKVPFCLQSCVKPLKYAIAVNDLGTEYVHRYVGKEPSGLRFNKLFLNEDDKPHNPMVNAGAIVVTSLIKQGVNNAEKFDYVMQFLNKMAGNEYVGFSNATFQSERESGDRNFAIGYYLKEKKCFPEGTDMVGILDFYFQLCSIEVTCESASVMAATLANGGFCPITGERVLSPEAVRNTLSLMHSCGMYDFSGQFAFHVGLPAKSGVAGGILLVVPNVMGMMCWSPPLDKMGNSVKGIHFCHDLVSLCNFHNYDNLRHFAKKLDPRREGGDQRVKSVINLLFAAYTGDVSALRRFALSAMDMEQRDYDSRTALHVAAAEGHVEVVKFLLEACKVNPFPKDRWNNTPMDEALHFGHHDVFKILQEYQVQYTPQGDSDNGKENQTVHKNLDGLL
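Read-out is an Amplex red fluorescence increase coupled through glutamate oxidase and HRP, measured before and after 30 min room-temperature incubation. hKGA is in 45 mM KH2PO4 (pH 8.2) with 0.02% Tween-20; glutamine added as 1mM solution.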
PI4K2A block – blocks human PI4K2A kinase activity | purified PI4K2A, ADP-Glo luminescence, 1 h; hits give low values | activity change, negative = inhibition, % at 76.9 µM | 420,000 compounds, 0.13% hits | AID 1346378; in the data active = activity change below about -50%; inconclusive = mostly about -30% to -49%;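 note: -100% = wells without enzyme as full effect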
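In this quantitative HTS, ADP production by PI4K2A was quantified luminescently after 1 h at ambient temperature; 100 microM adenosine served as plate-quality control.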
Pol eta inh – inhibitors of human DNA polymerase eta. recombinant Pol eta, fluorescent DNA replication assay. Potency, µM (doses to about 114 µM), inactives show at the highest dose activity change, negative = inhibition, actives largely listed as inhibitors. 390,000 compounds, 1.2% hits. AID 588591; note: potency is the fitted concentration of half-maximal effect; % is set by controls: 0 for no effect and ±100 for the full control effect
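Pol eta at 10 nM preincubated with compounds 15 min at room temperature; reaction started with fluorescent substrate (50 nM final) and read kinetically at 0 and 10 min.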
G9a inh – G9a (human) methyltransferase inhibition; Q96KQ7; G9a H3K9 monomethylation, AlphaScreen, 2 h; Potency, µM (doses to about 102 µM), for inactives: at the top dose activity, negative = inhibition, hits mostly inhibitors; 350,000 compounds, 8.8% hits; note: potency is the fitted concentration of half-maximal effect; % is set by controls: 0 for no effect and ±100 for the full control effect; nearly all actives have a fitted effect of over 75% in size
Target sequence (Q96KQ7 913-1193 limits assumed): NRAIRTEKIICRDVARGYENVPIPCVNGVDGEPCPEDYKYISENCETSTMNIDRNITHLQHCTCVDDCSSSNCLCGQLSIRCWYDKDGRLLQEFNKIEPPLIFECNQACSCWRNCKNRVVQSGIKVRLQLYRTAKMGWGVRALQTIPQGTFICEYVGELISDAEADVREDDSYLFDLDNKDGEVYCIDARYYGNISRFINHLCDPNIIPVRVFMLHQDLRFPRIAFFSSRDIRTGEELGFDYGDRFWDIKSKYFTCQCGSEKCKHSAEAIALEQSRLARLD
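Using a bead-based AlphaScreen, monomethylated H3K9 product from 2 h room-temperature reactions (G9a 20 nM, peptide 500 nM, SAM 20 uM) was detected with 0.5 ug/mL rabbit anti-H3K9me1 antibody.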
PGK inhibitor – T. brucei PGK inhibition; AID 602233; 380,000 compounds, 0.043% hits; Potency, µM (doses to about 57.5 µM), inactives show top-dose activity change, negative = inhibition, most hits filed as inhibitors; P07378; PGK/GAPDH coupled, Kinase-Glo luminescence, 60 min; note: potency is the fitted concentration of half-maximal effect; % is set by controls: 0 for no effect and ±100 for the full control effect; nearly all actives have a fitted effect of over 60% in size
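Luminescent ATP detection (Kinase-Glo Plus) follows a 60-minute room-temperature incubation, with wells lacking PGK as controls. Buffer: 100 mM TEA (pH 7.6), 5 mM MgCl2, 0.01% Tween-20. Coupling enzyme GAPDH (100 nM final) supplies unstable 1,3-BPG in-well.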
JMJD2A Tudor – JMJD2A Tudor domain (human) inhibition; O75164; AlphaScreen JMJD2A-Tudor / H3K4me3 peptide binding; Potency, µM (series often up to 114 µM), inactives show at the top dose activity change, negative = inhibition, usual class: inhibitors; 390,000 compounds, 4.4% hits; AID 504339; note: potency is the fitted concentration of half-maximal effect; % is set by controls: 0 for no effect and ±100 for the full control effect; nearly all actives have a fitted effect of over 50% in size
HP1b chromo inh – HP1-beta chromodomain-methylated histone interaction inhibition; Potency, µM (highest dose often 114 µM), for the others: top-dose activity change, negative = inhibition, usual class: inhibitors; 390,000 compounds, 0.56% hits; P83916; AlphaScreen HP1-beta / biotin-H3K9me3 peptide binding; note: potency is the fitted concentration of half-maximal effect; nearly all actives have a fitted effect of over 70% in size; inactives centre near 23
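AlphaScreen: HP1-beta (50 nM) preformed 30 min with biotin-H3(1-18)K9me3 peptide (50 nM) in PBS pH 7.4, 0.01% Tween-20. Compound added for 30 min at RT, then streptavidin donor/nickel chelate acceptor beads (10 ug/mL) for 30 min.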
Pin1 inhibitor – blocks the human prolyl isomerase Pin1 | Q13526 | Pin1 FP peptide displacement, HiFluor488, 10 min | Potency, µM (series often up to 115 µM), for the others: top-dose activity, negative = inhibition, actives largely listed as inhibitors | 390,000 compounds, 0.009% hits | AID 504891; active = well fitted inhibition curve with a large enough effect in the polarisation, with a control signal flat, not every such curve was filed as active; inconclusive = small, poorly fitted or top-dose-only effect, or effect the other way, or a change in a side signal; inactive = no such curve, though single readings can be large or run the other way; the % refers to the polarisation; note: potency is the fitted concentration of half-maximal effect; % is set by controls: 0 for no effect and ±100 for the full control effect
BAZ2B block – inhibitors of human BAZ2B bromodomain. Q9UIF8. AlphaScreen BAZ2B-H3K14Ac peptide displacement. Potency, µM (series often up to 114 µM), without a hit: at the highest dose activity change, negative = inhibition, actives largely listed as inhibitors. 360,000 compounds, 4.4% hits. AID 504333; note: potency is the fitted concentration of half-maximal effect; % is set by controls: 0 for no effect and ±100 for the full control effect; nearly all actives have a fitted effect of over 60% in size
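Compounds, titrated to a top concentration of 110 uM, were incubated 30 min at room temperature with preformed BAZ2B/acetyl-K14 H3 peptide complex (50 nM each). Proximity signal was measured by AlphaScreen after 20 min with beads.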
* marks the source's active call; other numbers are inactive results; [ ] = another dose, or the depositor's remark. Unless noted, calls come from the whole dose curve; as a rule, active = well fitted curve in the direction sought with a large enough effect; inconclusive = small, poorly fitted or top-dose-only effect, or another doubt; inactive = no such curve, though single readings can be large; an effect the other way counts as inactive or inconclusive. An excerpt (hit frequency here may not be typical).

`CCOc1ccccc1N1CCN(C(=O)c2c(C)noc2C)CC1` gave GLS inh 3%, PI4K2A block 3, Pol eta inh -11%, G9a inh -13%[59 µM], PGK inhibitor -1%, JMJD2A Tudor 1%, HP1b chromo inh 31%, Pin1 inhibitor -2% and BAZ2B block -1%.
Screening CN(C)S(=O)(=O)c1ccc(N2CCCC2)c(C(=O)NNC(=O)COc2ccccc2Cl)c1 returned GLS inh -1%, PI4K2A block 0, Pol eta inh -18%, G9a inh -19%, PGK inhibitor 10%, JMJD2A Tudor -5%, HP1b chromo inh 35%, Pin1 inhibitor 2% and BAZ2B block 5%.
Screening CCCCNC(=O)CSc1nc2ccc(NC(=O)CSc3nnc(N)s3)cc2s1 returned GLS inh 6%, PI4K2A block -3, Pol eta inh -7%, G9a inh 2µM*, PGK inhibitor -3%, JMJD2A Tudor -19%[57.1 µM], HP1b chromo inh 25%, Pin1 inhibitor 1% and BAZ2B block 6%.
Screening Cc1cccc(C)c1Nc1c(-c2ccsc2)nc2ccc(Cl)cn12 returned GLS inh 2%, PI4K2A block 1, Pol eta inh -3%, G9a inh inconclusive, PGK inhibitor -2%, JMJD2A Tudor -30%, HP1b chromo inh 29%, Pin1 inhibitor 3% and BAZ2B block -31%.
`CCOc1ccc(CC(=O)C2C(=O)CCCC2=O)cc1OCC` gave GLS inh 12%, PI4K2A block 8, Pol eta inh -7%, G9a inh 11µM*, PGK inhibitor 7%, JMJD2A Tudor 25µM*, HP1b chromo inh 45%, Pin1 inhibitor inconclusive and BAZ2B block inconclusive.
`NC(=O)c1nsc(C(=O)N(CC(=O)NC2CCCCC2)c2cccc(F)c2)c1N` gave GLS inh -13%, PI4K2A block 0, Pol eta inh -12%, G9a inh 15%, PGK inhibitor -3%, JMJD2A Tudor -7%, HP1b chromo inh 35%, Pin1 inhibitor -14% and BAZ2B block -1%.
Screening CCCCN(C(=O)c1ccc(-c2ccc(Cl)cc2)o1)c1c(N)n(CCCC)c(=O)[nH]c1=O returned GLS inh 7%, PI4K2A block -8, Pol eta inh 2%, G9a inh 20%[12.7 µM], PGK inhibitor 3%, JMJD2A Tudor -31%, HP1b chromo inh 19%, Pin1 inhibitor inconclusive and BAZ2B block -5%.
For Cc1cc(C)cc(NC(=O)CCNS(=O)(=O)c2cc(Br)cnc2N)c1 the results were GLS inh -1%, PI4K2A block 2, Pol eta inh inconclusive, G9a inh 11%, PGK inhibitor -10%, JMJD2A Tudor -24%, HP1b chromo inh 33%, Pin1 inhibitor -6% and BAZ2B block -13%.
For COc1ccc2c(c1)c1c(c(=O)n(-c3ccc(F)c(Cl)c3)c(=O)n1Cc1cccc(C)c1)n2C the results were GLS inh 4%, PI4K2A block -1, Pol eta inh -17%, G9a inh -2%[59 µM], PGK inhibitor 5%, JMJD2A Tudor 5%, HP1b chromo inh 39%[activator], Pin1 inhibitor 5% and BAZ2B block -15%.
COc1ccccc1/C=C/C(=O)OCC(=O)c1cc(C)n(C)c1C was read as GLS inh 2%, PI4K2A block -1, Pol eta inh -22%, G9a inh -2%[2.33 µM], PGK inhibitor -2%, JMJD2A Tudor -17%, HP1b chromo inh -11%, Pin1 inhibitor 8% and BAZ2B block inconclusive.
Oc1ccc(/C=N/n2cnn(Cc3ccccc3Cl)c2=S)c(O)c1 was read as GLS inh 0%, PI4K2A block 0, Pol eta inh -8%, G9a inh 3.2µM*, PGK inhibitor 0%, JMJD2A Tudor inconclusive, HP1b chromo inh -31%, Pin1 inhibitor -15% and BAZ2B block -29%.
For CN(C)c1nc(OCc2ccccc2)c2ncc(=O)[nH]c2n1 the results were GLS inh -2%, PI4K2A block -12, Pol eta inh -1%, PGK inhibitor -4%, JMJD2A Tudor -5%, HP1b chromo inh 11% and Pin1 inhibitor -2%.

Part of the list above in order of heavy-atom count, ascending.
`CCOc1ccc(CC(=O)C2C(=O)CCCC2=O)cc1OCC` gave GLS inh 12%, PI4K2A block 8, Pol eta inh -7%, G9a inh 11µM*, PGK inhibitor 7%, JMJD2A Tudor 25µM*, HP1b chromo inh 45%, Pin1 inhibitor inconclusive and BAZ2B block inconclusive.
Screening CCCCNC(=O)CSc1nc2ccc(NC(=O)CSc3nnc(N)s3)cc2s1 returned GLS inh 6%, PI4K2A block -3, Pol eta inh -7%, G9a inh 2µM*, PGK inhibitor -3%, JMJD2A Tudor -19%[57.1 µM], HP1b chromo inh 25%, Pin1 inhibitor 1% and BAZ2B block 6%.
Screening CCCCN(C(=O)c1ccc(-c2ccc(Cl)cc2)o1)c1c(N)n(CCCC)c(=O)[nH]c1=O returned GLS inh 7%, PI4K2A block -8, Pol eta inh 2%, G9a inh 20%[12.7 µM], PGK inhibitor 3%, JMJD2A Tudor -31%, HP1b chromo inh 19%, Pin1 inhibitor inconclusive and BAZ2B block -5%.

The list goes on:
`Oc1cc(CNCc2ccccc2)c(O)cc1CNCc1ccccc1` gave GLS inh 18µM*, PI4K2A block -26, Pol eta inh inconclusive, PGK inhibitor 0%, JMJD2A Tudor 7.9µM*, HP1b chromo inh 32µM* and Pin1 inhibitor inconclusive.
For COc1ccc(C2C3C(=O)N(Cc4ccccc4)C(=O)C3ON2c2ccccc2)c(OC)c1OC (stereo not given) the results were GLS inh 18%, PI4K2A block 6, Pol eta inh -25%, G9a inh 14%, PGK inhibitor 7%, JMJD2A Tudor -17%, HP1b chromo inh 13%, Pin1 inhibitor -2% and BAZ2B block 10%.
Screening COc1ccc(CNC(=O)c2cc3cccc4c3n2CC(C)S4)c(OC)c1 (stereo not given) returned GLS inh -8%, PI4K2A block 1, Pol eta inh -9%, G9a inh -27%[59 µM], PGK inhibitor 6%, JMJD2A Tudor 2%, HP1b chromo inh 24%, Pin1 inhibitor 12% and BAZ2B block -21%.
Oc1cc(-n2cccn2)c(O)cc1-n1cccn1 was read as GLS inh inconclusive, PI4K2A block -3, Pol eta inh -6%, G9a inh 0.71µM*, PGK inhibitor -3%, JMJD2A Tudor 0.79µM*, HP1b chromo inh 2.8µM*, Pin1 inhibitor -4% and BAZ2B block 32µM*.
Screening Cc1cc(C)cc(N(CC(=O)N/N=C/c2ccncc2)S(=O)(=O)c2ccccc2)c1 returned GLS inh 11%, PI4K2A block -2, Pol eta inh -12%, G9a inh inconclusive, PGK inhibitor -1%, JMJD2A Tudor -23%, HP1b chromo inh 3%, Pin1 inhibitor -2% and BAZ2B block -37%.
For Cc1cc(NC(=O)COc2ccccc2)n(-c2ccccc2)n1 the results were GLS inh -4%, PI4K2A block -2, Pol eta inh 2%, G9a inh -50%[59 µM], PGK inhibitor -1%, JMJD2A Tudor -13%, HP1b chromo inh 30% and Pin1 inhibitor -8%.
COc1cc(C=Cc2nnc3c4ccccc4cnn23)cc(OC)c1OC was read as GLS inh 4%, PI4K2A block -3, Pol eta inh 2% and PGK inhibitor -3%.
CC(C)(C)c1csc(NC(=O)Cc2cccs2)n1 was read as GLS inh -17%, PI4K2A block -1, Pol eta inh -28%, G9a inh 50µM*, PGK inhibitor 1%, JMJD2A Tudor -11%, HP1b chromo inh 20%, Pin1 inhibitor 4% and BAZ2B block 50µM*.
For COc1ccc2[nH]cc(CCN3C(=O)c4ccc(C(=O)O)cc4C3=O)c2c1 the results were GLS inh 4%, PI4K2A block -1, Pol eta inh -1%, G9a inh 9%, PGK inhibitor -11%, JMJD2A Tudor -11%, HP1b chromo inh 16%, Pin1 inhibitor -2% and BAZ2B block -3%.
Screening COc1cc([N+](=O)[O-])cc(/C=N/NC(=O)CSc2ccccn2)c1O returned GLS inh 1%, PI4K2A block -2, Pol eta inh -24%, PGK inhibitor -7%, JMJD2A Tudor 79µM*, HP1b chromo inh 25%, Pin1 inhibitor 6% and BAZ2B block inconclusive.
For N#CC1(NC(=O)Cn2cc(C(F)(F)F)ccc2=O)CCCC1 the results were GLS inh -16%, PI4K2A block 3, Pol eta inh -8%, G9a inh 7%[59 µM], PGK inhibitor -9%, JMJD2A Tudor -13%, HP1b chromo inh 45%, Pin1 inhibitor inconclusive and BAZ2B block 10%.
`O=C(COc1cc(F)ccc1[N+](=O)[O-])N1N=C(c2cccs2)CC1c1ccco1` (stereo not given) gave GLS inh -2%, PI4K2A block -3, Pol eta inh -9%, G9a inh -7%[12.7 µM], PGK inhibitor -1%, JMJD2A Tudor inconclusive, HP1b chromo inh 11%, Pin1 inhibitor 8% and BAZ2B block -37%.
N#CC1=C(N)Oc2n[nH]c(-c3cccnc3)c2C1c1cc(F)ccc1F (stereo not given) was read as GLS inh -25%, PI4K2A block -2, Pol eta inh -12%, G9a inh -22%[59 µM], PGK inhibitor -1%, JMJD2A Tudor -4%, HP1b chromo inh 41%[activator], Pin1 inhibitor -1% and BAZ2B block inconclusive.
`CCn1c(SCC(=O)N/N=C/c2ccc(O)c(OC)c2)nc2ccccc21` gave GLS inh -1%, PI4K2A block -3, Pol eta inh -13%, G9a inh 12%[59 µM], PGK inhibitor inactive, JMJD2A Tudor -12%, HP1b chromo inh 61%[activator], Pin1 inhibitor 2% and BAZ2B block -3%.
COc1ccc(C(=O)Nc2ccc(S(=O)(=O)N3CCCCC3)cc2)cc1 was read as GLS inh -12%, PI4K2A block -1, Pol eta inh -16%, G9a inh 3%[59 µM], PGK inhibitor -2%, JMJD2A Tudor -17%, HP1b chromo inh 24%, Pin1 inhibitor inconclusive and BAZ2B block 7%.
CC(C)N(C(=O)COC(=O)CCC(=O)c1cccs1)c1ccccc1 was read as GLS inh 0%, PI4K2A block 1, Pol eta inh -6%, PGK inhibitor 7%, JMJD2A Tudor -8%, HP1b chromo inh 30% and Pin1 inhibitor 4%.

Screens (PubChem BioAssay)
